Compound activity deposited in PubChem BioAssay by The Scripps Research Institute Molecular Screening Center.
MITF inh: inhibitors of human MITF. O75030. AlphaScreen MITF homodimerization, bead proximity signal. inhibition, % at 2.6 µM. 650,000 tested, 0.91% active. AID 1259374; in the data active = inhibition above about 50%;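 note: 0% = vehicle wells with protein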
Target sequence (O75030 whole entry, looked up): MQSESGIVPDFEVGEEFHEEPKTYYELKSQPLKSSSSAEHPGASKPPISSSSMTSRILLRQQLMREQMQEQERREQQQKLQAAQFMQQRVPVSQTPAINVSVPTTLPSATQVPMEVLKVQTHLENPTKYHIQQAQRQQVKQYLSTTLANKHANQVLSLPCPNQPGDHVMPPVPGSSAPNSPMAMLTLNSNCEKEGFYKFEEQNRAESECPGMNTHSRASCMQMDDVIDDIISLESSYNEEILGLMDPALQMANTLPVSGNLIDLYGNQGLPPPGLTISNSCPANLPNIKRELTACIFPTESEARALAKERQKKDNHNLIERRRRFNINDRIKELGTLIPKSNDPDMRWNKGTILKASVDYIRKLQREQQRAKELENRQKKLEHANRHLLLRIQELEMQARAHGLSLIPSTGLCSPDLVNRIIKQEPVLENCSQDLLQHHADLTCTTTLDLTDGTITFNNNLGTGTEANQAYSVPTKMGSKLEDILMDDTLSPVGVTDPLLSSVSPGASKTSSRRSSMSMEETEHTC
GPR151 activ: human GPR151 activation; Q8TDV0; PathHunter beta-arrestin GPR151 cells, luminescence; activation, % at 11.2 µM; 650,000 tested, 1% active; in the data active = activation above about 4.9%;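 note: 0% = median of compound wells and 100% = cells with positive control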
Target sequence (Q8TDV0 whole entry, looked up): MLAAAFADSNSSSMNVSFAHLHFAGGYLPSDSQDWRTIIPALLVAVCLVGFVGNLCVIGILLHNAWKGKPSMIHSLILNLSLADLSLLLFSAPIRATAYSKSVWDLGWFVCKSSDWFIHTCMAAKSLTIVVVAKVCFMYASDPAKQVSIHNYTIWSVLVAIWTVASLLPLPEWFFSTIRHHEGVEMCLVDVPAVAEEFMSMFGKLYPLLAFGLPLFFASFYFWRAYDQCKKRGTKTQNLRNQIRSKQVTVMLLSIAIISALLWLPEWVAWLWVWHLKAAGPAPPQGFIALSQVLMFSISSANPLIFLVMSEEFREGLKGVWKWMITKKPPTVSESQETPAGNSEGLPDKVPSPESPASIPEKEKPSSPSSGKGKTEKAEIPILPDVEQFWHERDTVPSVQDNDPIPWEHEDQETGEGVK
TEAD-YAP block: TEAD-YAP interaction inhibition. HEK-TIYL cells, TEAD-Gal4/YAP UAS-luciferase luminescence. inhibition, % at 9.12 µM. 640,000 tested, 1.4% active. AID 1259422; in the data active = inhibition above about 32%;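 note: 0% = median of test compound wells and 100% = reference inhibitor wells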
FBW7 activator: human FBW7 E3 ligase activation, primary screen; AID 1259310; normalized activity (activation), % at 26.1 µM; AlphaScreen FBW7–phospho-cyclin E peptide binding, activator screen; 650,000 tested, 0.13% active; in the data active = normalized activity above about 1.9%;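 note: purified mutant Fbw7 with reduced substrate affinity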
Starred values were filed as active, the others as inactive. Random draw from the library. About 3.4% of those tested had a hit in this group.

SMILES	MITF inh	GPR151 activ	TEAD-YAP block	FBW7 activator
O=C1CSC(c2cccc([N+](=O)[O-])c2)N1c1ccc(Cl)cc1 (stereo unspecified)	-4	-0.3	-6	-0.1
NS(=O)(=O)c1ccc(NC(=O)/C=C/c2ccc(OCc3ccccc3)cc2)cc1	-7	-1.4	-4	0.1
CC(NC(=O)c1sc2ccccc2c1Cl)C1CCCO1 (stereo unspecified)	-3	-1.8	-35	0.1
Cn1c(Nc2nc(NCc3nc4ccccc4[nH]3)c3ncn(Cc4ccc(C(F)(F)F)cc4)c3n2)nc2ccccc21	-5	-0.2	18	0.0
CCOC(=O)c1ccc(NC(=O)C(=O)NCC2CCCO2)cc1 (stereo unspecified)	-3	1.2	-8	0.2
O=C1CC(c2cccc(Oc3ccccc3)c2)c2cc(Br)c3ccccc3c2N1 (stereo unspecified)	7	0.7	5	0.1
CC(=O)c1cccc(-c2cc(C(=O)NCc3cccc(C(F)(F)F)c3)ccn2)c1	8	1.3	5	0.1
CCOC(=O)c1cc(C#N)c(SCC(N)=O)[nH]c1=O	4	0.3	6	-0.2
CCCC(c1nnnn1Cc1ccc(OC)cc1)N1CCN(CC)CC1 (stereo unspecified)	14	-0.6	-6	0.8
CC1(C)C(c2cccs2)=[N+]([O-])C2(CCCCC/C2=N\NC(N)=O)N1O (stereo unspecified)	16	0.4	-1	1.0
Cc1cc(=O)oc2cc(OCC(O)CNCc3ccco3)ccc12 (stereo unspecified)	3	0.3	5	-0.1
Cc1cccc(C)c1NC(=O)c1ccc(C#N)cc1F	12	0.7	-3	0.0
COc1ccc([N+](=O)[O-])cc1C1=N/C(=C/c2ccc(N(C)C)cc2)C(=O)O1	0	-1.3	5	0.0
COP(=O)(OC)c1nc(-c2ccc(Cl)cc2)oc1NCc1ccccc1	2	1.2	-7	-0.2
Fc1cccc(Cl)c1-c1nnc2cccc(Cl)n12	5	0.0	13	0.0
O=C(NC1CCCCC1)c1ccc(Cn2cc(Br)cn2)o1	3	-0.4	-7	0.5
N#Cc1sc(NCc2cccs2)nc1Cl	-8	1.1	0	0.1
O=[N+]([O-])c1ccc(S(=O)(=O)N2CCN(Cc3ccccc3Cl)CC2)cc1	62*	1.5	-3	0.1
COc1ccc(C2C(C(=O)c3ccco3)=C(O)C(=O)N2CCN2CCOCC2)c(OC)c1 (stereo unspecified)	4	-1.3	-2	0.5
CC(C)c1ccc(CN2CC(C(=O)O)CC2=O)cc1 (stereo unspecified)	-1	1.7	6	0.1
Cc1nc(N2CCCCC2)c2c(C)c(C(=O)N3CCOCC3)sc2n1	-4	1.3	-2	-0.1
O=C(Cc1ccc([N+](=O)[O-])cc1)Nc1cnn(Cc2ccc(Cl)cc2)c1	0	-0.3	3	-0.2
CCn1ncc([N+](=O)[O-])c1C(=O)NCc1ccc(Cl)cc1	8	0.6	14	0.9
CCCCN(CCCC)S(=O)(=O)c1ccc(C(=O)Nc2sc3c(c2C(=O)OCC)CCN(C(C)C)C3)cc1	-10	-0.5	8	0.2
CCCCOc1ccc(S(=O)(=O)NCCc2cn3ccc(C)cc3n2)cc1	4	0.7	10	0.1
CCN1CCN(C(=O)c2ccc(Cl)cc2[N+](=O)[O-])CC1	-16	-0.5	3	0.8
CCCOc1ccc(N2C(=O)C3C4C=CC(O4)C3C2=O)cc1 (stereo unspecified)	-14	-1.7	1	0.1
Nc1nnc(SCC(=O)Nc2ncc(Br)cc2Br)s1	15	-0.7	2	0.7
CCCC1=C(C(=O)OCC)C(c2ccccc2Cl)C(C#N)=C(SC)N1 (stereo unspecified)	-5	0.5	-4	-0.1
COc1ccc(S(=O)(=O)n2nc(OC(=O)c3cccc(F)c3)cc2N)cc1	1	-1.7	4	-0.2
COC(=O)c1ccc(C)c(NS(=O)(=O)c2ccc(Cl)cc2)c1	-6	-0.5	54*	-0.1
COc1cc(NC(=O)c2cccc(-c3ccc4[nH]ccc4c3)n2)cc(OC)c1OC	1	0.8	27	-0.1
COC(=O)c1ccccc1N(C)c1nc(C)cc(C)n1	9	-0.7	-5	0.3
O=CN1CCN(C(=O)CC(c2ccccc2)c2cc(Br)ccc2O)CC1 (stereo unspecified)	-9	2.1	9	-0.2
CCOc1ccc(N(Cc2cc3ccccc3[nH]c2=O)C(C)=O)cc1	-1	-0.2	4	0.0
COc1ccc(C(=O)OCCN2CCOCC2)cc1OC	11	0.3	-6	-0.1
CCOc1ccc(NC(=O)CC2S/C(=N\N=C(/C)c3ccc(F)cc3)NC2=O)cc1 (stereo unspecified)	14	0.4	7	0.0
O=C(COC(=O)c1cc(=O)c2ccccc2o1)Nc1ccc(I)cc1	8	-0.3	15	-0.1
C=C(C)Cn1c(NCc2ccc(C)cc2)nc2c1c(=O)[nH]c(=O)n2C	-2	-0.1	-3	-0.1
C=CCN(CC=C)Cc1nc(NCCOC)c2cccc(C)c2n1	0	-0.3	1	0.1

Full records, quoted from the list.
COC(=O)c1ccccc1N(C)c1nc(C)cc(C)n1 in the list: MITF inh = 9; GPR151 activ = -0.7; TEAD-YAP block = -5; FBW7 activator = 0.3
Cc1nc(N2CCCCC2)c2c(C)c(C(=O)N3CCOCC3)sc2n1 in the list: MITF inh = -4; GPR151 activ = 1.3; TEAD-YAP block = -2; FBW7 activator = -0.1

14 structures out of the list, ordered by formula weight, largest number first.
SMILES	MITF inh	GPR151 activ	TEAD-YAP block	FBW7 activator
CCCCN(CCCC)S(=O)(=O)c1ccc(C(=O)Nc2sc3c(c2C(=O)OCC)CCN(C(C)C)C3)cc1	-10	-0.5	8	0.2
O=C(COC(=O)c1cc(=O)c2ccccc2o1)Nc1ccc(I)cc1	8	-0.3	15	-0.1
Nc1nnc(SCC(=O)Nc2ncc(Br)cc2Br)s1	15	-0.7	2	0.7
O=CN1CCN(C(=O)CC(c2ccccc2)c2cc(Br)ccc2O)CC1 (stereo unspecified)	-9	2.1	9	-0.2
COc1cc(NC(=O)c2cccc(-c3ccc4[nH]ccc4c3)n2)cc(OC)c1OC	1	0.8	27	-0.1
COc1ccc(S(=O)(=O)n2nc(OC(=O)c3cccc(F)c3)cc2N)cc1	1	-1.7	4	-0.2
O=C(Cc1ccc([N+](=O)[O-])cc1)Nc1cnn(Cc2ccc(Cl)cc2)c1	0	-0.3	3	-0.2
COC(=O)c1ccc(C)c(NS(=O)(=O)c2ccc(Cl)cc2)c1	-6	-0.5	54*	-0.1
CCOc1ccc(N(Cc2cc3ccccc3[nH]c2=O)C(C)=O)cc1	-1	-0.2	4	0.0
CCn1ncc([N+](=O)[O-])c1C(=O)NCc1ccc(Cl)cc1	8	0.6	14	0.9
CCCOc1ccc(N2C(=O)C3C4C=CC(O4)C3C2=O)cc1 (stereo unspecified)	-14	-1.7	1	0.1
CCN1CCN(C(=O)c2ccc(Cl)cc2[N+](=O)[O-])CC1	-16	-0.5	3	0.8
COc1ccc(C(=O)OCCN2CCOCC2)cc1OC	11	0.3	-6	-0.1
COC(=O)c1ccccc1N(C)c1nc(C)cc(C)n1	9	-0.7	-5	0.3

Other results:
SMILES	MITF inh	GPR151 activ	TEAD-YAP block	FBW7 activator
O=C1c2ccccc2CN1c1cccc2ccccc12	1	0.6	-2	0.1
CCCn1c(=O)c(C(=O)NCc2cccnc2)c(O)c2ccccc21	5	-0.4	-3	0.1
CCN(CC)CCCNC(=O)c1ccc(Sc2ccc(Br)cc2)c([N+](=O)[O-])c1	9	3.5	-7	-0.3
C=CCOc1ccccc1CN1CCc2nnc(CNC(=O)Cc3cccc(F)c3)n2CC1	10	-1.2	2	-0.1
COc1ccc2c(c1)OC(C)CN(C(=O)CSc1ccccn1)C2 (stereo unspecified)	2	-0.7	-11	-0.1
CCOC(=O)CCn1c(=O)c2c(nc3n(C4CCCCC4)c(C)c(C)n23)n(C)c1=O	-7	1.6	-14	-0.3
CC(C)(C)CC(=O)Nc1nnc(-c2cccnc2)s1	0	0.0	1	0.0
Cc1ccc2c(c1)N(CC(=O)N1CCCCCC1)C(=O)CO2	1	-0.8	1	-0.2
COc1ccccc1C(=O)Nc1ccc2oc(-c3cccc(Cl)c3Cl)nc2c1	-2	-1.1	-11	-0.2
CCCCCOC(=O)c1c(C)oc2ccc(NS(=O)(=O)c3ccc4ccccc4c3)cc12	-9	0.0	-4	-0.1
Clc1ccc(-c2nnc3ccc(N4CCCCC4)nn23)cc1	17	-0.3	-6	0.4
O=C(O)COc1ccc(/C=N/NC(=O)Cc2ccc(Cl)cc2)cc1	9	0.1	-2	0.0
O=C(Cc1ccccc1F)NCC12CC3CC(CC(C3)C1)C2	4	-1.8	-5	0.4
COc1ccc(N2CC(C(=O)NCc3ccco3)CC2=O)cc1 (stereo unspecified)	-7	2.3	-3	-0.2
Oc1ccc(N=Cc2ccc(O)c(O)c2)cc1	0	3.4	8	-0.1
O=C(c1cc(-c2ccco2)on1)N1CCN(c2ccccn2)CC1	20	-0.7	4	0.1
CN(CC(=O)NCc1cccs1)S(=O)(=O)c1ccc2c(c1)n(C)c(=O)c(=O)n2C	5	0.3	-37	-0.4
CCOc1ccc(-c2nc3cc(NC(=O)c4ccccc4F)ccc3o2)cc1	1	-0.1	-11	-0.1
CC(=O)CC(=O)Nc1cccc(Cl)c1Cl	4	0.7	-3	0.0
COc1cccc(N=c2ssc3c2-c2ccc(C)cc2N(Cc2ccccc2)C3(C)C)c1	9	0.5	6	0.2
COc1cc(C2C3=C(CC(c4ccc(C)cc4)CC3=O)Nc3ccccc3N2C(=O)c2ccccc2)cc(OC)c1OC (stereo unspecified)	-5	0.7	7	0.6
COc1ccccc1C(=O)N1CCN(c2ccc([N+](=O)[O-])cc2Cl)CC1	-7	1.3	7	-0.4
O=C(NN1C(=O)C2C3c4ccccc4C(c4ccccc43)C2C1=O)c1ccccc1Cl (stereo unspecified)	4	-1.2	2	-0.1
Cc1cc(C)cc(OCC(=O)Nc2cccc(-c3nc4cc(C)ccc4o3)c2)c1	4	0.5	-7	-0.2
CCc1ccc(OCC2c3cc(OC)c(OC)cc3CCN2C(=O)CC(C)C)cc1 (stereo unspecified)	20	-0.4	-4	0.2
Cc1cc(NS(=O)(=O)c2cc3c4c(c2)CC(=O)N4CCC3)ccc1Br	-12	-0.4	9	-0.1
COc1cc(/C=C2\SC(=S)N(c3ccc(O)c(C(=O)O)c3)C2=O)ccc1O	6	-0.8	9	-0.2
CCOc1ccc(S(=O)(=O)NCC2(CO)CC2)cc1	-6	-1.4	3	-0.1
CC(=O)N1CCc2cc(C(O)CN3CCN(c4ccccc4)CC3)ccc21 (stereo unspecified)	4	-2.3	-6	-0.2
CC(C)(C)c1cc(C(=O)O)cc(C(C)(C)C)c1O	0	1.3	-1	-0.1
O=C(CSC1CCCC1)Nc1ccc(-c2cn3ccsc3n2)cc1	-6	-1.7	-21	0.1
CN(C)S(=O)(=O)c1ccc(C(=O)Nc2nnc(-c3ccccc3)s2)cc1	10	-0.8	-16	0.2
CN1C/C(=C/c2ccc3c(c2)OCO3)c2nc3ccccc3c(C(=O)O)c2C1	-6	-0.1	-9	-0.1
COC(=O)C(=O)Nc1nnc(-c2ccc(F)cc2)s1	28	-4.5	13	0.2
CC(=O)c1cccc(NC(=O)c2cc(S(=O)(=O)N3CCOCC3)ccc2Cl)c1	-11	4.9	-4	0.1
CC(C)c1ccc(/C=C(/C#N)C(=O)Nc2ccc(O)cc2)cc1	9	-0.4	5	0.5
C[C@H]1NC(=O)[C@@H]2C[C@H](NC(=O)Nc3cccc(C(F)(F)F)c3)CN2C1=O	-1	0.4	1	0.0
C=CCN1C(=O)/C(=C/c2ccc(OCC(N)=O)c(OCC)c2)C(=O)NC1=S	-1	3.8	2	-0.1
CCOC(=O)c1cc(-c2ccccc2)sc1NC(=O)c1cccnc1	9	-0.4	-2	0.2
O=C(NC(=S)Nc1ccc(N2CCCCC2)c(Cl)c1)c1ccco1	22	0.3	-25	1.1
Fc1ccc(Nc2ncnc3[nH]ncc23)cc1Cl	-1	4.3	-5	-0.2
NC(=O)c1cccc(S(=O)(=O)N2CC(c3ccccc3)CC2=O)c1 (stereo unspecified)	6	-0.6	6	0.2
CC1=C(C(=O)Nc2cccc(C)c2C)C(c2ccccc2Cl)NC(=S)N1 (stereo unspecified)	6	0.6	5	-0.1
CCOC(=O)c1c(NC(=O)Cc2ccc(Cl)cc2)sc(C(=O)Nc2ccc(OC)cc2OC)c1C	10	-0.3	5	0.4
CCC(c1nnnn1Cc1ccccc1)N1CCN(c2ccc(OC)cc2)CC1 (stereo unspecified)	-1	0.6	-2	-0.1
CC1CC(C)CN(C(=O)C2c3ccccc3C(=O)N3CCc4ccccc4C23)C1 (stereo unspecified)	1	-1.7	15	0.0
COc1ccc(/C=C(\C(=O)O)c2ccccc2)cc1	14	-0.8	6	0.0
CC(O)CNc1nc2c(c(=O)n(C)c(=O)n2C)n1Cc1ccccc1F (stereo unspecified)	-4	1.5	11	-0.1
Cc1nonc1CN(C)C1CCC(=O)N(Cc2ccccc2Cl)CC1 (stereo unspecified)	-17	-0.3	-1	0.2
O=C1CC(N2CCCC(CO)C2)C(=O)N1c1ccccc1 (stereo unspecified)	8	0.3	12	0.5
CCOC(=O)C(OC(=O)c1ccc(Cl)cc1Cl)C(OC(=O)c1ccc(Cl)cc1Cl)C(=O)OCC (stereo unspecified)	-9	1.4	-7	0.2
COc1ccc(-c2noc(CC(=O)Nc3ccc(C)cc3Br)n2)cc1	-9	-1.6	0	0.0
COC(=O)c1ccc(C2/C(=C(/O)c3ccccc3)C(=O)C(=O)N2CC(C)O)cc1 (stereo unspecified)	8	1.4	0	0.1
O=S(=O)(c1cccc(F)c1)N1CCC(c2nc3ccccc3[nH]2)CC1	14	0.8	6	0.0
Cn1c(C(=O)O)c(CC(=O)N2CCC(Cc3ccccc3)CC2)c2ccccc21	11	1.2	-3	0.2
CC(C)c1[nH]nc2c1C(c1ccccc1F)C(C#N)=C(N)O2 (stereo unspecified)	4	-0.3	8	0.3
